Screening data as filed in PubChem.
hERG rescue: shields human hERG channel from block by proarrhythmic agents | Q12809 | CHO-hERG, FluxOR thallium flux, dofetilide IC70 present | activation (rescue from dofetilide block), less the hit threshold, % at 10 µM | 310,000 tested, 0.51% active | AID 1511;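 active = activation above the mean of controls blocked by dofetilide plus 5 SD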;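 also: thallium influx through hERG after potassium depolarization seen as dye fluorescence rise; in these data hits start at about 4.7%; inactives centre near -7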
KCNK3 inh: human KCNK3 channel inhibition, primary screen. CHO-KCNK3 thallium flux, FluxOR fluorescence; active compounds read low. 340,000 tested, 0.84% active. B-score at 10 µM;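 active = B-score under library mean minus 4 SD, starting fluorescence ratio at most library mean plus 5 SD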;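 also: more negative B-score means stronger inhibition of thallium flux through KCNK3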
Target sequence (O14649 whole entry, looked up): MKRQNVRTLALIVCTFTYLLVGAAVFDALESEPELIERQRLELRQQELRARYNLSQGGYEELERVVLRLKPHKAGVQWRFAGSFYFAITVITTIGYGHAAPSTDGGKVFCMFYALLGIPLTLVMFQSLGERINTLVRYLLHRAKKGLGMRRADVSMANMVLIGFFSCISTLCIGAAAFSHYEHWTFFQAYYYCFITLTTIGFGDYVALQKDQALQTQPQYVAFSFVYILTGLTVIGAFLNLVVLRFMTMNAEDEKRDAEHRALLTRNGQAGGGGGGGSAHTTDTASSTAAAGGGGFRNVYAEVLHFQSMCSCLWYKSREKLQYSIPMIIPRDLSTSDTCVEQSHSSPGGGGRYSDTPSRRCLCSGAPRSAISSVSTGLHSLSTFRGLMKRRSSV
KCNK9 block: human KCNK9 channel inhibition. 310,000 tested, 1.2% active. Q9NPC2. B-score at 10 µM. HEK293 KCNK9, FluxOR thallium flux fluorescence; active compounds read low. AID 488922;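 active = ratio B-score over 3 SD below the library mean, with starting fluorescence within 5 SD of its mean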;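 also: negative B-score means less thallium flux so channel inhibition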
RGS4 act: potentiators or activators of RGS4. HEK293 M3R/inducible RGS4, carbachol calcium flux Fluo4; active compounds read low. B-score at 10 µM. 310,000 tested, 0.92% active. AID 463111;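 active = B-score of the integrated calcium signal more than 4 SD below the library mean, with starting fluorescence not abnormally high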;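 also: negative B-score means reduced calcium response which marks RGS4 activation or potentiation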
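Detection: kinetic calcium fluorescence imaging with Fluo4-AM dye, 2 µM / Material: HEK293 cells with stable M3R and inducible RGS4 / Schedule: recording 10 s baseline at 1 Hz, 100 s post-agonist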
KCNQ1 inh: human KCNQ1 channel inhibition | P51787 | 310,000 tested, 1.3% active | CHO-K1 KCNQ1, FluxOR thallium flux fluorescence; active compounds read high | B-score at 10 µM;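 active = compounds whose thallium flux B-score, printed positive for inhibition, exceeds three library SD while starting fluorescence stays within three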;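 also: channel opened by potassium depolarization with thallium stimulus after 20 min compound exposure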
ANO1 activ: activates or potentiates the mouse TMEM16A chloride channel. 340,000 tested, 0.3% active. Q8BHY3. HEK293 TMEM16A/YFP-H148Q/I152L, iodide quench fluorescence; active compounds read low. B-score at 10 µM;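 active = fluorescence-ratio B-score plate-corrected deviation score at least 3 library SD below zero, with starting fluorescence score within 5 deviations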;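 also: channel opened by trigger with iodide after compound preincubation; score built on the fluorescence ratio of max minus min over baseline; more negative score means more quench and so TMEM16A activation or potentiation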
TMEM16A inh: inhibitors of mouse TMEM16A calcium-activated chloride channel. Q8BHY3. HEK293 TMEM16A/YFP iodide influx fluorescence, ionomycin. normalized B-score (activity score, 25-100; higher = stronger inhibition) at 10 µM. 310,000 tested, 1.2% active;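 active = ratio plate-corrected score three or more library SD toward inhibition, starting fluorescence score within five deviations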;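 also: score derived from kinetic fluorescence span divided by baseline fluorescence per well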
SKKanGAS inh: blocks kanamycin growth of S. pyogenes SKKanGAS strain; inhibition, % at 7.5 µM; 300,000 tested, 1.3% active; BacTiter-Glo, 6 h;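 active = mean replicate score, as percent of positive control median, at least 50; inconclusive = mean below 50 but one replicate at or above 50; inactive = mean and every replicate below 50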;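 also: strain carries kanamycin resistance gene driven by streptokinase promoter and grows in 40 µg/ml kanamycin; loss of luminescence reflects streptokinase promoter inhibition or plain growth inhibition; 0% = median of DMSO wells and 100% = positive control at its reference dose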
HDAC3 inh: inhibitors of human histone deacetylase 3. O15379. recombinant HDAC3, fluorogenic peptide/trypsin coupled, fluorescence. inhibition, % at 8.3 µM. 320,000 tested, 0.15% active. AID 2718; in the data active = inhibition above about 26%, passing the limit was not always enough; inconclusive = no clear call, values can overlap the other calls
Target sequence (O15379 whole entry, looked up): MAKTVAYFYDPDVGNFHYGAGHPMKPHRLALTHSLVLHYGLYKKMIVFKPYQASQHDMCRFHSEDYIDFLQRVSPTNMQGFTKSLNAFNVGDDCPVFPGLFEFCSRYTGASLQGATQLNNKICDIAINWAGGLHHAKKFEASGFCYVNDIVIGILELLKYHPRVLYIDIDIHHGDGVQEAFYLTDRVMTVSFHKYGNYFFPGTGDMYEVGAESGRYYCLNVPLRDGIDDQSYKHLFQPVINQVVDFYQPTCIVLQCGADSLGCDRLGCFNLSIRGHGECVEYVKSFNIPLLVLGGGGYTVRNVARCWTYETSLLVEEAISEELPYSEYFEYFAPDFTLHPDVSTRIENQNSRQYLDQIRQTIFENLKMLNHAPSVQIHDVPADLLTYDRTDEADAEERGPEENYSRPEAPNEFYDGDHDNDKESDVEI
RGS4 block: inhibitors of human RGS4; P49798; AID 463165; HEK293 M3R/RGS4 inducible, Fluo-4 calcium flux; active compounds read high; triggered by carbachol at its EC20; 310,000 tested, 0.45% active; B-score at 10 µM;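 active = B-score, a plate-corrected calcium signal, over three deviations above library mean, with baseline fluorescence within five deviations of library mean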;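 also: RGS4 expression induced by doxycycline in cells with stable M3 receptor; B-score is computed from the integrated fluorescence ratio over baseline after carbachol; higher B-score means a larger calcium signal and so more RGS4 inhibition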
Target sequence (P49798 whole entry, looked up): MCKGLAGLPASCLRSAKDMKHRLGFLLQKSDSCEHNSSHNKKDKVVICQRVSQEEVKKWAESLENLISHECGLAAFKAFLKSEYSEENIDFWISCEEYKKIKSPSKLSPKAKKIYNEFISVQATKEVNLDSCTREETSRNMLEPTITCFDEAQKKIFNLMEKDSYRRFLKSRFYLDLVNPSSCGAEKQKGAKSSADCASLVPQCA
KCNQ1 pot: potentiates or activates the human KCNQ1 potassium channel; CHO-K1 KCNQ1, thallium flux FluxOR fluorescence; active compounds read high; 310,000 tested, 0.35% active; P51787; B-score at 10 µM;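 active = fluorescence ratio B-score, a plate-corrected score, at least three library SD, with initial intensity B-score within 5 SD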
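Doses: Single concentration per compound, DMSO matched to controls | Test system: KCNQ1-transfected CHO-K1 cells | Timing: 90 min dye loading and 20 min compound exposure, both at room temperature | Measured by: Kinetic FluxOR thallium fluorescence, 10-s 1-Hz baseline, 110-s post-stimulus read | Medium: Assay buffer with matched DMSO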
Numbers without * were called inactive; i = inactive; u = inconclusive; x = no result given.

item	SMILES	hERG rescue	KCNK3 inh	KCNK9 block	RGS4 act	KCNQ1 inh	ANO1 activ	TMEM16A inh	SKKanGAS inh	HDAC3 inh	RGS4 block	KCNQ1 pot
1	Cc1c(C(=O)Nc2nnc(C(F)(F)F)s2)oc2ccccc12	-11	i	i	i	7*	i	i	29	7	i	i
2	COc1ccc(OC)c(C2C(C(=O)c3cccs3)=C(O)C(=O)N2CCN(C)C)c1 (stereo not given)	-2	i	i	i	i	i	i	8	-2	i	i
3	CCn1c(C(=O)O)c(CC(=O)N(C)c2ccc(OC)cc2OC)c2ccccc21	-6	i	i	i	i	i	i	-2	3	i	i
4	Cc1ccc(CNC(=O)C2c3ccccc3C(=O)N(C)C2c2c[nH]c3ccccc23)o1 (stereo not given)	-9	x	i	i	i	x	i	-5	3	i	i
5	CC(C)COc1cccc(C(=O)Nc2ccc(S(=O)(=O)N3CCOCC3)cc2)c1	2	i	i	i	i	i	i	-6	3	i	i
6	CCCS(=O)(=O)c1c(S(=O)(=O)CCC)c2cc(CC)ccn2c1C(=O)OC	-13	i	i	i	i	i	i	-22	-2	i	i
7	CC(=O)c1cccc(OCc2cc(C(=O)NC3CCN(Cc4ccccc4)CC3)no2)c1	-6	i	i	i	i	i	i	-6	1	i	i
8	CCSc1nnc(NC(=O)CSc2nc3c(c(=O)n2C)SC(C)C3)s1 (stereo not given)	-7	i	i	i	i	i	i	5	0	i	i
9	Cc1nn(-c2ccccc2)c2c1C1(C(=O)N3c4c(cccc41)C(C)CC3(C)C)C(C#N)=C(N)O2 (stereo not given)	-13	i	i	i	i	i	i	12	-1	i	i
10	COc1ccc2nc(/N=C(\N)NC(=O)N3c4ccccc4Sc4ccccc43)nc(C)c2c1	-2	i	i	i	i	i	i	39	-7	i	i
11	Cc1ccccc1Nc1nc(-c2cccnc2)nc2ccccc12	-13	i	i	-7.2*	i	i	i	6	5	i	i
12	CC(=O)Nc1ccc(NS(=O)(=O)c2ccc(C)cc2)cc1[N+](=O)[O-]	-7	i	i	i	i	i	i	3	1	i	i
13	Cc1csc(NC(=O)C2CCN(C(=O)c3ccccc3C)CC2)n1	-20	i	i	i	i	i	i	6	-8	i	i
14	CC1CC(NC(=O)C2(C)CC2(Cl)Cl)CC(C)(C)C1 (stereo not given)	-9	i	i	i	i	i	i	8	3	i	i
15	COCCn1c(=NC(=O)c2ccco2)sc2cc(C(=O)OC)ccc21	-6	i	i	i	i	i	i	-4	-8	i	i
16	O=C(CCN1C(=O)C2C3C=CC(C3)C2C1=O)Oc1ccc2ccccc2c1 (stereo not given)	-4	i	i	i	i	i	i	-4	-1	i	i
17	Cc1cc(C)c(NC(=O)CSc2nnnn2-c2cccnc2)c(C)c1	1	i	i	i	i	i	i	4	-1	i	i
18	Cc1cccc2c(=O)cc(C(F)(F)F)[nH]c12	-5	i	i	i	i	i	i	-6	x	i	i
19	Cc1ccc(C(=O)N2CCN(C34CC5CC(CC(C5)C3)C4)CC2)o1	-5	i	i	i	i	i	i	-11	-6	i	i
20	CC(=O)c1ccc(N2CCN(c3ccc4cc(S(=O)(=O)N5CCC(C)CC5)ccc4n3)CC2)cc1	-4	i	i	i	i	i	i	7	-10	i	i
21	O=[N+]([O-])c1ccc2oc(C3CCCCC3)nc2c1	-10	i	i	i	i	i	i	-5	-2	i	i
22	COC(=O)c1ccc(Oc2nc3c(c(=O)n(C)c(=O)n3C)n2CCC(C)C)cc1	-3	i	i	i	i	i	i	2	1	i	i
23	Cc1cccn2c(=O)c3cc(C(=O)NCC(C)C)sc3nc12	-9	i	i	i	i	i	i	-5	u	i	i
24	COc1cccc(NC(=O)[C@H](NC(=O)[C@@H]2Cc3ccccc3CN2)c2ccccc2)c1	-10	i	i	i	i	i	i	-3	2	i	i
25	CN(Cc1ccc(Cl)s1)C(=O)CCl	1	i	i	i	i	i	i	0	1	i	i
26	COc1ccc(/C=N/n2c(C)nc3sc(C)c(C)c3c2=O)cc1OC	4	i	i	i	i	i	i	1	-7	i	i
27	COc1ccc(NC(=O)CSCC(=O)Nc2ccccc2N2CCCC2)cc1	-14	i	i	i	i	i	i	0	6	i	i
28	CN=C1SC(CC(=O)Nc2ccc(F)cc2F)C(=O)N1/N=C/c1ccc(OC(F)F)c(OC)c1 (stereo not given)	-1	i	i	i	i	i	i	-4	4	i	i
29	CC(C)CNC(=O)C(=O)NN=C1CCCCCC1	-11	i	i	i	i	i	i	-3	-1	i	i
30	CCO[C@H]1OC(C(=O)N2CCOCC2)=C[C@@H](c2ccc3c(c2)OCO3)[C@@H]1CCCO	-9	i	i	i	i	i	i	-3	2	i	i

Carrying on.
item	SMILES	hERG rescue	KCNK3 inh	KCNK9 block	RGS4 act	KCNQ1 inh	ANO1 activ	TMEM16A inh	SKKanGAS inh	HDAC3 inh	RGS4 block	KCNQ1 pot
31	COc1ccc(C2c3ccc(O)cc3Oc3ncn4nc(-c5cccnc5)nc4c32)cc1OC (stereo not given)	-6	i	i	i	i	i	i	28	0	i	i
32	CC1=CCC2C(=O)N(c3ccc(C)cc3)C(=O)C2C1 (stereo not given)	-2	i	i	i	i	i	i	-5	3	i	i
33	N/C(=N\OC(=O)COc1ccc(Br)cc1)c1cccnc1	-10	i	i	i	i	i	i	2	-1	i	i
34	CCOC(=O)C(=O)Nc1nnc(COc2ccccc2)s1	-11	i	i	i	i	i	i	3	-1	i	i
35	CC(NC(=O)c1cccs1)c1ccc(Br)cc1 (stereo not given)	-2	i	i	i	i	i	i	1	9	i	i
36	COc1cc(NC(=O)CN2CCN(Cc3ccc4c(c3)OCO4)CC2)cc(OC)c1	-2	i	i	i	i	i	i	4	-1	i	i
37	N/C(Cc1ccc([N+](=O)[O-])cc1)=N\OC(=O)c1ccccc1F	-3	i	i	i	i	i	i	-6	-2	i	i
38	COc1ccc(CCNC(=O)c2ccc(Cl)cc2)cc1OC	0	i	i	i	i	i	i	0	-2	i	i
39	Cc1ccc(CNC(=O)c2ccc(N3CCC4(CC3)CC(c3cccc(Br)c3)=NO4)c([N+](=O)[O-])c2)cc1	-7	i	i	i	i	i	i	11	5	i	i
40	CCOc1ccccc1NC(=O)c1ccc(S(=O)(=O)N(C)C)cc1	-13	i	i	i	i	i	i	-18	0	i	i
41	CCCCc1ccc(NC(=O)CSC2=C(C#N)C(c3ccco3)C3=C(CCCC3=O)N2)cc1 (stereo not given)	-2	i	i	i	i	i	i	32	11	i	i
42	Cc1cc(C)cc(-n2c(C)cc(/C=N\NC(=O)COc3cccc4cccnc34)c2C)c1	-10	i	i	-8.7*	7*	i	i	29	2	i	i
43	O=C1Nc2ccc(Br)cc2C1=C1CCCCC1	-5	i	i	-8.7*	i	i	i	-4	1	i	i
44	C/C(=N\NC(=O)C1CC1)c1ccc(C)cc1C	-5	i	i	i	i	i	i	4	2	i	i
45	COc1nc(N/N=C/c2ccc(-c3ccccc3[N+](=O)[O-])o2)nc(N2CCOCC2)n1	-8	i	i	i	i	i	i	3	6	i	i
46	CCc1nnc(NS(=O)(=O)c2ccc(NCc3cc(Cl)ccc3O)cc2)s1	-12	i	i	i	i	i	i	11	5	i	i
47	O=C(OCc1ccc([N+](=O)[O-])cc1)c1cc(=O)c2ccccc2o1	-6	i	i	i	i	i	i	5	-2	i	i
48	OCC1(Cc2cccc(Cl)c2)CCCN(Cc2cnn(-c3ccccc3)c2)C1 (stereo not given)	-24	i	i	i	i	i	i	-8	8	i	i
49	O=C(O)CC(NC(=O)C12CC3CC(CC(C3)C1)C2)c1ccc2c(c1)OCO2 (stereo not given)	-3	i	i	i	i	i	i	0	-2	i	i
50	CCCCCCCn1c(C)nnc1-c1cnn(C)c1N	2	i	i	i	i	i	i	-2	x	i	i
51	Cc1ccc(/C=C2\SC(=S)N(C3CCS(=O)(=O)C3)C2=O)o1 (stereo not given)	-15	i	i	i	i	i	i	8	3	i	i
52	Cc1cc(-c2n[nH]c(=S)n2/N=C/c2cccc(O)c2)n[nH]1	-7	i	i	i	i	i	i	1	-1	i	i
53	CC1CCCCN1C(=O)Cn1c(=O)oc2ccccc21 (stereo not given)	-5	i	i	i	i	i	i	-4	0	i	i
54	COc1ccc(Br)cc1CNC(=O)C1CCN(C(=O)N(C)C)CC1	-11	i	i	i	i	i	i	-3	-4	i	i
55	C=CCn1c(SCc2c(C(=O)OC)sc(N)c2C(=O)OC)nnc1-c1ccc(Br)cc1	-14	i	i	i	i	i	i	11	10	i	i
56	Cc1cc(C)nc(NC2=NCCN2C(=S)Nc2c(C)cccc2C)n1	-5	i	i	i	i	i	i	-23	-2	i	i
57	CC(=O)NS(=O)(=O)c1ccc(NC(=O)c2ccc(Br)o2)cc1	-9	i	i	i	i	i	i	8	-7	i	i
58	Cc1cc(C)n(S(=O)(=O)c2ccc(Cl)c(Cl)c2Cl)n1	-11	i	i	i	i	i	i	14	4	i	i
59	CCOC(=O)C1(C)NC(c2cccc(C)c2)C2C(=O)N(c3ccccc3)C(=O)C21 (stereo not given)	-11	i	i	i	i	i	i	-5	-3	i	i
60	O=C(Nc1cccc(C(F)(F)F)c1)C1CCCN(S(=O)(=O)c2cnc[nH]2)C1 (stereo not given)	-11	i	i	i	i	i	i	-3	3	i	i

(more compounds)
item	SMILES	hERG rescue	KCNK3 inh	KCNK9 block	RGS4 act	KCNQ1 inh	ANO1 activ	TMEM16A inh	SKKanGAS inh	HDAC3 inh	RGS4 block	KCNQ1 pot
61	O=c1oc2c(CN3CCN(CCO)CC3)c(O)ccc2cc1-c1ccccn1	-5	i	i	i	i	i	i	-3	-239	i	i
62	Cc1ccc(C(=O)NCCN2CCOCC2)cc1	4	i	i	i	i	i	i	11	x	i	i
63	CCCCC(=O)Nc1ccc(C(N)=O)cc1	-6	i	i	i	i	i	i	-1	-3	i	i
64	CN(C)/C=C/C(=O)c1ccc(Oc2ccccc2)cc1	-13	i	i	i	i	i	i	-12	u	i	i
65	COc1ccc(Cc2nnc(NC(=O)Nc3ccc(C)cc3)s2)cc1OC	-9	i	i	i	i	i	i	-15	-1	i	i
66	COc1ccc(NC(=O)COC(=O)c2ccc([N+](=O)[O-])o2)cc1Cl	-13	i	i	i	i	i	i	x	3	i	i
67	Cc1cccc(C)c1OCC(=O)N(Cc1ccc(Cl)cc1)C1CCS(=O)(=O)C1 (stereo not given)	-8	i	i	i	i	i	i	-5	4	i	i
68	COc1ccc(/C=N/NC(=O)c2ccc(=O)[nH]n2)cc1OC	-3	i	i	i	i	i	i	4	9	i	i
